# Assay outcomes from PubChem BioAssay.
# HRP luminol no ALR: HRP/luminol detection interference without ALR, dose response, artefact control for ALR inhibitor project, biochemical, luminescence, no ALR or DTT. HRP/H2O2 luminol luminescence counterscreen, no ALR. activity change, negative = inhibition, % at the top dose, mostly 10 µM; hits show AC50 in µM. hit rate 15% among 2,500. AID 540356;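 active means signal-lowering compounds whose fitted half-maximal concentration AC50 is no higher than ten times their top tested concentration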;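 further: 0% = median of neutral control wells and -100% = median of quercitin 100 µM wells; many of its hits are not listed in these tables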
# * marks the source's active call; other numbers are inactive results. Not all compounds are listed, so the mix of outcomes need not match the whole.
SMILES,HRP luminol no ALR
CN1CCN(CCCN2c3ccccc3Sc3ccc(S(=O)(=O)N(C)C)cc32)CC1,-5.5%
